High-throughput results as filed in PubChem BioAssay.
SUMO1 PPI mod – modulators of human SUMO1-mediated protein-protein interactions | AID 602429 | 360,000 compounds, 0.33% hits | inhibition, % at 20 µM | P63165 | SUMO1 binding to a labelled peptide, TR-FRET, 1 h; in the data active = inhibition above about 37%
Target sequence (P63165 whole entry, looked up): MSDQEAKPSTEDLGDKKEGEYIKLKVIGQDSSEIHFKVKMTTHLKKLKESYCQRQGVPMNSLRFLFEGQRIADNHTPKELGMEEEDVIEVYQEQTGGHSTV
NRP1-CendR mod – alters CendR peptide binding to human NRP-1 | O14786 | FAM-RPARPAR peptide binding to NRP-1, fluorescence polarization | inhibition, % at 25 µM | 360,000 compounds, 0.85% hits | AID 602438;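 active = inhibition or corrected inhibition above about 18%, plus a signal ratio from 0.5 to 1.5, limit read from the data, passing the limit was not always enough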; also: strong numbers were not always called active
MsrA act – activates bovine MsrA enzyme; activation, % at 10.6 µM; purified bovine MsrA, absorbance read-out; 360,000 compounds, 0.3% hits; AID 602163; in the data active = activation above about 7.5%;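 also: 0% = vehicle and 100% = reference activator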
TbMetRS inhib – blocks T. brucei methionyl-tRNA synthetase activity | purified T. brucei MetRS, ATP depletion, Kinase-Glo luminescence | inhibition, % at 11.9 µM | 360,000 compounds, 0.4% hits;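 active = inhibition above a per-plate cutoff of the control wells' mean inhibition plus 3 SD, cut at about 5.5% in these data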;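 also: 0% = DMSO wells median and 100% = median of wells with control inhibitor compound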
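Material – parasite MetRS enzyme · Medium – HEPES-MgCl2-KCl buffer plus DTT, spermine, BSA, pyrophosphatase · Reagent – ATP, methionine and E. coli bulk tRNA substrates · Times – 15 min enzyme-compound preincubation, 2 h reaction, 10 min detection, 25 °C · Measured by – luminescence of leftover ATP · Evaluation – percent inhibition relative to median high and low control wells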
MsrA inh – inhibits bovine methionine sulfoxide reductase A; 360,000 compounds, 0.75% hits; inhibition, % at 15.5 µM; AID 651718; purified bovine MsrA, absorbance read-out; in the data active = inhibition above about 4.5%;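 also: 0% = vehicle wells with enzyme and 100% = reference inhibitor wells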
Scp-1 inhibitor – Scp-1 (human) phosphatase inhibition; Q9GZU7; Recombinant Scp1, phosphopeptide, malachite green phosphate absorbance; inhibition, % at 20 µM; 340,000 compounds, 0.88% hits;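 active = inhibition above about 50% at 20 µM, limit read from the data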;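 also: plate controls were DMSO wells with enzyme for no effect and wells lacking enzyme for full effect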
Target sequence (Q9GZU7 76-261 limits assumed): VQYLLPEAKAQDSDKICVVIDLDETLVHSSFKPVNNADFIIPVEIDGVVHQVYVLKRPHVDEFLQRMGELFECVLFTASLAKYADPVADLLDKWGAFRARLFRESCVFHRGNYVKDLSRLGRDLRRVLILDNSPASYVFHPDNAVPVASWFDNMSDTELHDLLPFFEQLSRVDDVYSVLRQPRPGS
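Test system: SCP-1 phosphatase catalytic domain, residues 76-261; measured by: colorimetric phosphate reagent with accelerator and stabiliser, absorbance at 630 nm; timing: enzyme reaction 45 min at room temperature, colour 5 min, stabilisation 30 min; also added: Phosphorylated 17-residue peptide substrate; compound dosing: one concentration, 20 µM, with 1.0% DMSO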
STEP inh – inhibitors of human striatal-enriched phosphatase STEP | recombinant STEP, OMFP fluorogenic substrate, fluorescence | 360,000 compounds, 0.25% hits | inhibition, % at 20 µM;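 active = inhibition at 20 µM, scaled per plate between control wells, above about 37%, limit read from the data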;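 also: 0% = DMSO with enzyme and substrate and 100% = substrate only without enzyme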
Target sequence (P54829 whole entry, looked up): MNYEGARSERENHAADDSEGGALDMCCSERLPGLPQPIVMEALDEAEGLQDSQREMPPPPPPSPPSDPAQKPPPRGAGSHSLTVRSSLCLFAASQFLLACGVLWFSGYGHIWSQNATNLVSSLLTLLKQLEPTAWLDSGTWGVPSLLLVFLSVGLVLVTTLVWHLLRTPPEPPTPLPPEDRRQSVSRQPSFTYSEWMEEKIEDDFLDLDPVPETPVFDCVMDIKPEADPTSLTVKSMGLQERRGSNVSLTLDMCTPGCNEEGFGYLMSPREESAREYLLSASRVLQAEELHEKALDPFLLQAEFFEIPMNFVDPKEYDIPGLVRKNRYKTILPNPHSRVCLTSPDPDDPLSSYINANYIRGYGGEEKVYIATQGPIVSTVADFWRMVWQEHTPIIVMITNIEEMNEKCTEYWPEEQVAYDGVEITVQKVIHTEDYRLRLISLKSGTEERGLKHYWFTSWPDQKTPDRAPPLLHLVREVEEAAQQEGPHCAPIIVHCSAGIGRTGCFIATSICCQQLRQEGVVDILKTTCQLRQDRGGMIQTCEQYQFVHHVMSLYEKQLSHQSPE
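Measure: Control-normalized % inhibition with plate pattern correction | Test system: STEP phosphatase, cell-free reaction | Medium: pH 6.0 Bis-Tris with DTT and Tween 20 | Technique: Fluorescence, 480/540 nm | Times: Reaction 20 min, ambient temperature | Doses: Single compound dose of 20 µM, 1% DMSO final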
eLon inh – inhibits E. coli Lon protease. inhibition, % at 7.94 µM. 360,000 compounds, 0.42% hits. P0A9M0. purified E. coli Lon protease, fluorescence polarization. AID 602123; in the data active = inhibition above about 13%, passing the limit was not always enough;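 also: 0% = enzyme with probe and DMSO and 100% = no enzyme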
LMPTP block – LMPTP (human) inhibition; 360,000 compounds, 0.22% hits; P24666; inhibition, % at 20 µM; recombinant LMPTP-A, OMFP fluorogenic substrate, fluorescence intensity;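 active = compounds that cut the enzyme signal by at least half of the control window in the single-dose screen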;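 also: plate controls were DMSO wells with enzyme plus substrate for no effect and substrate without enzyme for full effect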
Target sequence (P24666 whole entry, looked up): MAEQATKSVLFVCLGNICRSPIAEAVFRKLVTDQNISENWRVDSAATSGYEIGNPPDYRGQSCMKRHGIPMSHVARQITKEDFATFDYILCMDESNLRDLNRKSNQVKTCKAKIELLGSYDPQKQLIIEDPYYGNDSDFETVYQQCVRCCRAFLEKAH
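Assay system: LMPTP-A enzyme. Input: 0.625 nM LMPTP-A final. Probe or stimulus: 400 µM OMFP. Compound dosing: single 20 µM dose. Schedule: 50 min dark incubation at room temperature. Detection: fluorescence intensity of OMFP turnover product. Read-out: percent inhibition versus substrate-only and uninhibited controls. Benchmarks: no-enzyme low control, uninhibited high control.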
DNMT1 inh – blocks human DNA methyltransferase DNMT1 | inhibition (reported as % activation of signal), % at 10 µM | DNMT1 molecular beacon, Hinp1I cleavage, fluorescence | P26358 | 360,000 compounds, 0.83% hits; in the data active = inhibition above about 50%
The depositor's hits bear a star; · = not tested or not shown.

SMILES	SUMO1 PPI mod	NRP1-CendR mod	MsrA act	TbMetRS inhib	MsrA inh	Scp-1 inhibitor	STEP inh	eLon inh	LMPTP block	DNMT1 inh
CC(C)(C)CNC(=O)c1ccc2c(c1)S(=O)(=O)c1cc(Cl)ccc1C2=O	-29	10	-5	0.3	-0.6	0	0	0	0.1	0
CCC1CCCCN1CCCNC(=O)c1ccc2c(c1)c(C)c(C)n2C (centres undefined)	-35	-9	-1	-0.3	0.0	-6	1	-2	1.6	-3
COc1ccc(OC)c(C(c2nnnn2Cc2ccccc2)N2CCN(C)CC2)c1 (centres undefined)	3	-5	-5	-1.1	1.2	-16	-3	-3	-4.3	-1
COc1ccc(OC)c(NC(=O)C2(C)CCN2Cc2ccc(SC)cc2)c1 (centres undefined)	3	9	-2	-0.3	-0.5	·	0	6	1.1	11
COC(=O)[C@]12CCCCC=C1N(CCc1ccc(OC)c(OC)c1)C(=O)[C@H](CC(=O)NCc1cccc(C(F)(F)F)c1)C2	-4	-27	·	0.0	-0.7	·	·	·	1.6	·
Cc1ccc(NC(=O)CNC(=O)c2ccc3c(c2)OCO3)nc1	2	-5	-1	-0.2	-1.1	-8	-2	-3	0.0	1
CCOC(=O)c1c(NC(=O)COC(=O)Cn2cnc3c2c(=O)n(C)c(=O)n3C)sc(C)c1CC	4	-6	-2	-0.2	-0.6	-2	-2	0	0.5	1
O=S(=O)(Nc1ccncc1)c1cc(Cl)c(Cl)cc1Cl	-2	1	-3	-0.8	-0.1	-4	-2	-3	-0.3	2
Cc1cccc(NC(=S)N2CCC(N(C)CC3CCCO3)CC2)c1 (centres undefined)	-5	-6	-1	-0.5	0.1	3	1	-3	-4.3	4
COc1ccc(CNC(=O)c2cc(-c3ccc(OC)c(OC)c3)on2)cc1	2	9	-1	-1.0	-1.3	-10	-8	-1	1.6	-18
CCCCCCCCN1C(=O)[C@H](CC(=O)NCc2cccc3ccccc23)C[C@@]2(C(=O)OCC)CCCC=C12	5	-13	-10	-2.0	0.6	·	·	-1	4.1	·
O=C(c1ccco1)N1CCC(c2ccccc2)C1 (centres undefined)	-2	-8	4	-0.3	0.4	-8	3	0	-2.3	1
Cc1cccc(C(=O)OCC(=O)N2CCN(C(=O)c3ccco3)CC2)c1O	11	-2	-1	0.1	-0.3	-8	-2	1	-0.2	0
COC(=O)c1ccc(/C=N/n2cnnc2)cc1	-20	-8	-2	0.0	-0.3	-16	0	0	-1.0	4
Cn1c(SCC(=O)NCc2ccco2)nnc1-c1cccs1	2	1	-1	-1.1	0.7	-4	-2	-2	-1.5	0
CCCC(=O)Nc1ccc2oc(-c3cccnc3)nc2c1	3	-2	2	0.2	1.9	-15	0	3	-0.8	-2
O=C(O)c1cccc([N+](=O)[O-])c1C(=O)Nc1nc2ccccc2s1	-5	-21	-4	-0.6	-0.5	-1	0	-11	-0.8	4
O=C(NCCCN1CCCC1=O)c1ccccc1NS(=O)(=O)c1ccc(Br)cc1	5	-186	-3	-0.5	0.4	1	-3	7	-1.4	1
CCc1ccc(OC(=O)CN2C(=O)c3ccccc3C2=O)cc1	-4	26*	-1	-0.5	-0.6	-12	1	8	1.9	-4
COC(=O)\C(C(C)=O)=C(/C=C/C=C/N(C)C)N(C)C	-1	4	-4	-0.5	-0.4	40	8	6	12	34
Cc1ccc(Nc2nc(CSc3nnc(-c4cccs4)o3)cs2)cc1	-1	9	-4	-1.7	0.7	3	-1	-8	2.7	-16
Cc1ccc2c(CC(=O)NCc3ccco3)coc2c1C	-1	-9	-7	-1.1	1.1	-7	-4	-7	-0.3	2
COc1cccc(-c2nn3c(-c4cccc(C)c4)nnc3s2)c1	5	1	-9	-1.4	0.1	3	3	-13	1.5	-2
Cc1c(Cl)cccc1NC(=O)CNc1ccccc1F	-4	1	-11	-0.6	-0.3	4	1	-1	-3.2	3
CC(C)=CCN1CCN(Cc2ccc(Oc3ncccn3)cc2)CC1CCO (centres undefined)	4	17	-3	0.0	-0.9	2	-1	-2	-0.2	-1
Remaining list, next part
SMILES	SUMO1 PPI mod	NRP1-CendR mod	MsrA act	TbMetRS inhib	MsrA inh	Scp-1 inhibitor	STEP inh	eLon inh	LMPTP block	DNMT1 inh
CCOc1ccccc1C(=O)N1c2ccccc2Sc2ccccc21	-3	-22	-5	-0.8	1.6	-10	0	-1	3.3	-6
O=C(CCC(=O)N1CCOc2ccccc21)NCCCN1CCCCC1	4	3	-3	-0.5	0.1	-1	2	-4	-2.2	7
COc1ccccc1NC(=O)Cc1noc(CSc2n[nH]c(N)n2)n1	4	9	-2	-0.5	-0.6	-7	-3	-1	0.4	-2
Fc1ccc(N2CCN(c3cnc4ccccc4n3)CC2)cc1	-18	5	-3	-0.6	0.1	-7	1	19	0.6	2
CCN(CC)S(=O)(=O)c1cccc(-c2cn3cccnc3n2)c1	-3	-8	-6	0.1	1.0	-1	1	-5	-2.5	-9
COc1cccc(-c2ccnc3[nH]n(-c4ccccc4)c(=O)c23)c1	-1	-2	0	-0.1	1.3	-8	0	-14	-0.9	-3
Cn1c(=O)c2c(SCC(=O)NCc3ccco3)nc(CC(C)(C)C)nc2n(C)c1=O	9	-5	1	-0.4	0.1	-1	6	-2	-1.4	2
O=C(/C=C/c1cccc([N+](=O)[O-])c1)OCC(=O)N1CCCCC1	-25	6	-3	-0.2	-0.3	·	0	3	-1.0	-3
COc1ccc(OC)c(/C=N\Nc2nccs2)c1	1	-22	-1	-0.6	0.7	-10	0	-7	1.0	-12
COc1ccc(/C=C/C(=O)OCC(=O)NC2CCCC(C)C2C)cc1S(=O)(=O)N1CCOCC1 (centres undefined)	-11	2	-4	-0.3	0.7	-3	-2	-4	-1.6	-1
N/C(=N\c1nc2ccccc2o1)NC(=O)c1ccccc1Br	0	-17	-3	0.5	0.6	2	2	-2	0.8	1
Cc1cc(-c2ccccc2)c(C#N)c(N)n1	1	-5	-3	0.4	0.8	-7	3	-8	-0.4	-3
C/C(=C\C(=O)O)C(=O)Nc1nccs1	3	-2	-5	-1.1	-0.6	-14	5	-2	-3.1	1
COCCCNC(=O)CCc1c(C)nc2c(c(C)nn2-c2ccccc2)c1C	-1	10	-5	-0.8	-1.2	-4	-2	15	-0.2	0
O=C(O)c1ccc(N/N=C/c2cn(Cc3ccc(F)cc3)c3ccccc23)cc1	-9	0	-14	-0.5	2.5	-11	-5	0	7.5	2
CN(C)c1ccc(CN(C(=O)c2cccs2)C2CCS(=O)(=O)C2)cc1 (centres undefined)	-1	5	0	0.2	0.6	3	4	-10	0.0	0
Cc1cc(C)n(-c2ncnc3sc4c(c23)CC(C)CC4)n1 (centres undefined)	-1	0	-3	-0.4	1.1	-1	-4	-8	-0.7	4
NC(Cc1cccc2nsnc12)C(=O)O (centres undefined)	-1	-2	1	-0.4	1.6	-8	4	-3	0.7	1
Cc1ccc([C@@H]2[C@@H]3C(=O)N(C)C(=O)[C@@H]3[C@]3(C)C(=O)N(Cc4ccccn4)CC(=O)N23)o1	8	4	-2	-0.3	3.1	2	-3	-9	-1.7	0
O=C(Nc1cccc(C(F)(F)F)c1)c1ccco1	-1	-24	-1	-1.0	-0.5	-2	-2	-2	-0.6	-5
CCOc1cc(/C=C2/C(=O)ON=C2C)ccc1O	-3	1	-2	-0.1	1.8	-7	-1	-62	-0.5	19
OC(c1ccc(F)cc1)c1nc(-c2cc3ccccc3o2)cs1 (centres undefined)	-8	-6	-2	-0.2	-0.8	·	0	5	3.1	-1
CC1(C)COC(c2ccc(F)c([N+](=O)[O-])c2)=N1	-20	8	-3	-0.3	-0.2	-4	0	-14	-2.7	11
CCCCOc1ccc(Br)cc1/C(C)=N/NC1=NCCN1	-1	-16	5	-0.3	-1.2	0	6	-8	1.3	3
O=c1n(Cc2ccc(Cl)cc2)c2sc3c(c2c2ncnn12)CCCC3	0	1	-5	-0.9	-0.5	-5	0	-12	2.7	-3

Next section; the last 4 above are carried over.
SMILES	SUMO1 PPI mod	NRP1-CendR mod	MsrA act	TbMetRS inhib	MsrA inh	Scp-1 inhibitor	STEP inh	eLon inh	LMPTP block	DNMT1 inh
OC(c1ccc(F)cc1)c1nc(-c2cc3ccccc3o2)cs1 (centres undefined)	-8	-6	-2	-0.2	-0.8	·	0	5	3.1	-1
CC1(C)COC(c2ccc(F)c([N+](=O)[O-])c2)=N1	-20	8	-3	-0.3	-0.2	-4	0	-14	-2.7	11
CCCCOc1ccc(Br)cc1/C(C)=N/NC1=NCCN1	-1	-16	5	-0.3	-1.2	0	6	-8	1.3	3
O=c1n(Cc2ccc(Cl)cc2)c2sc3c(c2c2ncnn12)CCCC3	0	1	-5	-0.9	-0.5	-5	0	-12	2.7	-3
O=C(NCc1ccncc1)c1ccc(Br)cc1	-1	3	-3	0.1	0.5	-4	-3	6	-2.0	-1
CCC(C)(C)NC(=O)C1c2ccccc2Oc2ccccc21	3	-16	-2	0.1	0.0	-5	0	5	-2.4	2
CN1CCN(c2ccc(NC(=O)N3CCc4ccccc43)cc2)CC1	-3	-5	-6	-1.4	-1.5	7	0	7	-2.6	3
O=C(NC(=S)Nc1cccc(C(F)(F)F)c1)c1ccc2nonc2c1	-26	8	-1	0.5	0.2	-7	2	0	3.9	3
COc1ccc(NC(=O)COC(=O)c2c3c(nc4ccccc24)CCCC3)cc1	1	2	-2	1.8	-0.7	2	-1	-1	0.7	55*
O=C(Nc1cc(S(=O)(=O)N2CCOCC2)ccc1N1CCOCC1)c1cnccn1	4	-6	-2	0.5	-0.2	-2	1	-2	-2.1	0
Cc1sc(-n2c(C)cc(C=O)c2C)c(C(=O)O)c1C	-1	16	-2	-0.2	1.2	12	3	-3	0.3	10
O=C(NC(c1ccc(Cl)cc1)c1ccsc1)C1CCN(Cc2ccc(Oc3ccccc3)cc2)CC1 (centres undefined)	-6	1	-1	-0.1	-0.6	·	7	2	6.2	-4
O=S(=O)(c1ccc2nc(Cc3cccc(C(F)(F)F)c3)[nH]c2c1)N1CCOCC1	1	5	-6	2.1	0.3	-2	0	0	-1.0	-1
Cn1c2ccccc2c2ncn(CCN3CCOCC3)c(=O)c21	-2	-6	0	-0.1	1.3	-1	-6	4	-0.3	-1
Cc1ccc(S(=O)(=O)CC(=O)Nc2nnc(C(C)(C)C)s2)cc1	-5	6	-3	0.0	-0.8	-3	5	1	0.0	1
CN1C[C@H](C(=O)NC2(C)OC3(O)[C@@H]4CCCN4C(=O)[C@H](Cc4ccccc4)N3C2=O)CC2c3cccc4[nH]cc(c34)C[C@H]21 (some centres undefined)	-2	-28	-1	0.1	-0.6	-6	-4	14	1.1	-23
